# RAD54 branch = blocks human RAD54 Holliday junction branch migration; 360,000 compounds, 0.14% hits; inhibition, % at 10.4 µM; Q92698; FAM/BHQ fluorescence; AID 602329;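 active means mean normalized replicate activity at least 40 and at least half of replicates scoring 40 or more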;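 further: 0% = median of neutral control wells and 100% = median of positive control wells; inhibitors cause a drop in the FAM fluorescence signal; in these data hits start at about 50%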
# Target sequence (Q92698 whole entry, looked up): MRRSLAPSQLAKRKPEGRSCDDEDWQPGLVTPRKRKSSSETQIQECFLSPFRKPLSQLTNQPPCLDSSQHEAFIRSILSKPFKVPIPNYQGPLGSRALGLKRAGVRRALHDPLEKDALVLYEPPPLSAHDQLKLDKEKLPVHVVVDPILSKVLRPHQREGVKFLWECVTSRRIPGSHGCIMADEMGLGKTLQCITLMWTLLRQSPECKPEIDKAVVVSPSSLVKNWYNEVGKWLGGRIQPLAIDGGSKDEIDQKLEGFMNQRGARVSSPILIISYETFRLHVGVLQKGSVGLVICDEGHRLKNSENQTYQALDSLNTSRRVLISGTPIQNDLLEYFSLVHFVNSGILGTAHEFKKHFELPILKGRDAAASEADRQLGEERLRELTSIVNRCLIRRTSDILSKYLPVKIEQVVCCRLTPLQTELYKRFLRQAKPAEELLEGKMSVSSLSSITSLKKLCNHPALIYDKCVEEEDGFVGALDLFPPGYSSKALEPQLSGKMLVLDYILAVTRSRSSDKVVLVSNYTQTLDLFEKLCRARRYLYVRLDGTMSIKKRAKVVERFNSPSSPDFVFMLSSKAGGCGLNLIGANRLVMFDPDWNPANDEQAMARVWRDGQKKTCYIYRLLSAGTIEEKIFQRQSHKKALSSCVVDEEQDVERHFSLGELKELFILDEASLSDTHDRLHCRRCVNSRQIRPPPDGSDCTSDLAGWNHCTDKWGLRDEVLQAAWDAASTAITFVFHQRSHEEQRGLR
# * = called active by the depositor. An excerpt (hit frequency here may not be typical).
SMILES,RAD54 branch
COc1ccccc1NC(=O)CN(C)S(=O)(=O)c1cc(C)ccc1OC,-3
Cc1ccc(C)c(NS(=O)(=O)c2c(C)nn(C)c2C)c1,-9
O=C(CN1CCN(c2ccccn2)CC1)Nc1ccc(F)cc1,-2
Cc1ccc(NC(=O)c2cccc(Cl)c2)nc1,6
Cc1nc2sc3c(O)cc(=O)[nH]c3c2c(C)c1C,2
C/C(=N\NC(=O)c1c(Cl)c(C)nn1C)c1cccc(NC(=O)COc2ccccc2)c1,4
CCOC(=O)c1nc(Nc2ccccc2)c2ccccc2n1,-8
CN(C)c1ccc(NC(=O)CCCc2ccccc2)cc1,-5
Cc1sc2ncnc(N3CCN(c4ncccn4)CC3)c2c1C,8
CS(=O)(=O)N(CC(=O)Nc1ccc2c(c1)OCO2)c1ccc(Cl)cc1,-13

# New compounds follow.
SMILES,RAD54 branch
Cc1ccc(C(=O)CSc2nnc(-c3ccco3)n2Cc2ccccc2)cc1,-6
CC1(C)CC(=O)C2=C(C1)N1CCCCC1CC2=O (configuration not stated),-30
COC(=O)c1nnn(CC(=O)Nc2ccc(C)c(F)c2)c1C(=O)OC,-3
CCOC(=O)C1CCCN(S(=O)(=O)c2cc(OCC(=O)NC3CCCCC3)c(C)cc2Cl)C1 (configuration not stated),3
O=C(NC(=S)NCCN1CCOCC1)c1cccc(Cl)c1,5
O=C(CN(C1CCCCC1)S(=O)(=O)c1ccc(F)cc1)NCc1ccncc1,-1
CCC(C)Sc1nc2c(c(=O)[nH]c(=O)n2C)n1CCc1ccccc1 (configuration not stated),-4
O=S(=O)(c1ccc(S(=O)(=O)N2CCN(C/C=C/c3ccccc3)CC2)cc1)N1CCCC1,0
CCC1(CC)Cc2ccccc2C(N)=C1C#N,4
O=C(NCc1ccccc1)c1cnc2n(c1=O)CCS2,-17

# (more compounds)
SMILES,RAD54 branch
CCN(CC)S(=O)(=O)c1cc(-c2nn(C)c(=O)c3ccccc23)ccc1C,9
CC(C)CCOc1ncnc2c1sc1nc3c(cc12)CSC(C)(C)C3,-1
Cc1ccc(C(=O)Nc2ccc(S(=O)(=O)N3CCN(C)CC3)cc2)cc1,-3
COc1ccccc1NC(=O)N(Cc1ccco1)Cc1cc2c(C)ccc(C)c2[nH]c1=O,-10
CC1CCN(C(=O)Nc2ccc3nsnc3c2)CC1,-5
CCOc1ccc(N=C2NC(=O)S/C2=C\c2ccc(O)cc2)cc1,1
O=C1CC(N2CCN(C3CCc4ccccc4C3)CC2)C(=O)N1c1ccccc1 (configuration not stated),10
Nc1nc(-c2ccco2)nc(N2CCCCC2)n1,-18
Cc1cc(C(C)(C)C)cc(C)c1COC(=O)C1CCC(=O)N1 (configuration not stated),-15
CC1=CCC(C(=O)O)C(C(=O)Nc2nc3ccc(S(C)(=O)=O)cc3s2)C1 (configuration not stated),3

# (listing goes on)
SMILES,RAD54 branch
C=CCOc1ccccc1CNCc1cccnc1,3
CN(c1ccccc1)S(=O)(=O)c1cccc(C(=O)N2CCN(c3ccccn3)CC2)c1,-3
CCC(=O)Nc1ccc2c(c1)C(=O)N(C)C2=O,-1
CC(=O)c1ccc(N2CCN(CCC#N)CC2)c(F)c1,4
O=C(CN1CCCCC1)Nc1cc(Cl)ccc1Cl,-2
COc1ccc(NC(=O)c2ccc(Cc3ccc(C)cc3)o2)cc1,0
C/C(=N/NS(=O)(=O)c1ccc(Cl)cc1)c1cccc(NC(=O)c2ccc(Cl)cc2Cl)c1,3
CCOc1cc2[nH]c(=O)n(CCCCC(=O)NCc3ccco3)c(=O)c2cc1OCC,-1
CC1CCCCN1C(=O)CSc1nc2ccccc2n1CC(=O)N1CCc2ccccc21 (configuration not stated),0
Cc1ccc(-c2noc(CCC(=O)NCCc3ccccc3Cl)n2)cc1,0

# 2 entries from above, with each value named.
> CC(=O)c1ccc(N2CCN(CCC#N)CC2)c(F)c1
  RAD54 branch: 4

> O=C(CN1CCCCC1)Nc1cc(Cl)ccc1Cl
  RAD54 branch: -2

# An excerpt from above in order of heavy-atom count, ascending:
SMILES,RAD54 branch
O=C(CN1CCCCC1)Nc1cc(Cl)ccc1Cl,-2
CC(=O)c1ccc(N2CCN(CCC#N)CC2)c(F)c1,4
CCOc1cc2[nH]c(=O)n(CCCCC(=O)NCc3ccco3)c(=O)c2cc1OCC,-1

# Further structures.
SMILES,RAD54 branch
COc1ccc(-c2noc(CCC(=O)Nc3cccc(C)c3)n2)cc1,14
O=C(Cc1c(F)cccc1Cl)NCCCn1ccnc1,-1
CC1Cc2ccccc2N1C(=O)CCNS(=O)(=O)c1cccc2nsnc12 (configuration not stated),-1
COc1ccc(OC)c(C(O)c2nc3ccccc3n2C(C)C)c1 (configuration not stated),-1
O=C1CC(N(O)c2ccccc2)C(=O)N1Cc1ccccc1 (configuration not stated),-3
CS(=O)(=O)c1ccc(Sc2nc3ccccc3s2)c([N+](=O)[O-])c1,4
CC(CN1CCN(C)CC1)OC(=O)c1ccccc1Cl (configuration not stated),5
CCOC(=O)C1CCN(S(=O)(=O)c2ccc(NC(=O)OC)cc2)CC1,-9
CCOC(=O)Nc1cccc(Nc2ccccc2)c1,-1
O=C(O)[C@H](Cc1ccccc1)NC(=O)N1CCOCC1,-7

# New compounds follow
SMILES,RAD54 branch
N#CC1=C(N)n2c(s/c(=C\c3ccco3)c2=O)=C(C#N)C1c1ccco1 (configuration not stated),-51
COC(=O)C1=C(C)NC(=O)NC1c1ccc(OCC(=O)N2CCCCC2)cc1 (configuration not stated),-4
CN(C)S(=O)(=O)c1ccc(NC(=O)c2ccc(Br)o2)cc1,7
Cc1nc(C(=O)N(C)C)nn1-c1cc(Cl)cc(Cl)c1,5
CCOC(=O)c1cc2n(c1/N=C/N(C)C)-c1ccccc1C2=O,-4
O=C(c1ccco1)N1CCN(Cc2nnnn2CCc2ccccc2)CC1,0
CC(C)CC(NC(=O)C1CCCCC1)C(=O)NCc1ccccn1 (configuration not stated),-9
COc1ccc(C(=O)Nc2cccc(/C(C)=N/NC(=O)c3ccc([N+](=O)[O-])cc3)c2)cc1OC,14
Cn1nc(C(=O)NCc2ccc(F)cc2)c2ccccc2c1=O,-1
CC(C)(C)OC(=O)NCCCC(CCCNC(=O)OC(C)(C)C)C(=O)O,-10

# In the list so far, 5 have two or more sulfur atoms.
SMILES,RAD54 branch
O=S(=O)(c1ccc(S(=O)(=O)N2CCN(C/C=C/c3ccccc3)CC2)cc1)N1CCCC1,0
CC(C)CCOc1ncnc2c1sc1nc3c(cc12)CSC(C)(C)C3,-1
CC1=CCC(C(=O)O)C(C(=O)Nc2nc3ccc(S(C)(=O)=O)cc3s2)C1 (configuration not stated),3
CC1Cc2ccccc2N1C(=O)CCNS(=O)(=O)c1cccc2nsnc12 (configuration not stated),-1
CS(=O)(=O)c1ccc(Sc2nc3ccccc3s2)c([N+](=O)[O-])c1,4

# Next structures
SMILES,RAD54 branch
O=C(N/N=C/c1cn(-c2ccccc2)nc1-c1cccs1)c1ccccc1F,6
CCOC(=O)C1CCN(S(=O)(=O)c2ccc(C(C)=O)cc2)CC1,5
O=C(Nc1ccccc1C(=O)N1CCCC1)c1cccc(S(=O)(=O)N2CCCCC2)c1,-1
Cn1cccc1C(=O)c1ccc(Cl)cc1Cl,-8
COC(=O)c1ccccc1NC(=O)c1ccc(COc2cccc3ccccc23)o1,-2
CC(C)C[C@@H](CN)NC(=O)c1nc[nH]c1C(=O)N[C@@H](CC(C)C)C(=O)CNC[C@H](C)NC(=O)c1nc[nH]c1C(=O)N[C@@H](CC(C)C)C(=O)O,-1
O=S(=O)(Cc1ccccc1)N1CCN(C2Cc3ccccc3C2)CC1,7
COc1cccc(C2CN(c3ccc(F)cc3F)N=C2c2cccs2)c1OC (configuration not stated),-4
Cc1ccc(C(=O)NCC(=O)N2CCN(c3ncccn3)CC2)s1,6
Cc1ccc2cc3cc(C(=O)NCCCN4CCc5ccccc5C4)oc3nc2c1,16

# More results follow:
SMILES,RAD54 branch
O=C(Nc1ccc(Cl)c(Cl)c1)OCc1cccnc1,-9
CCCS(=O)(=O)NC(=O)C1(C)CCN(C(=O)c2ccccc2Br)C1 (configuration not stated),-10
COCCCNC(NC(=O)c1ccc(Cl)cc1)C(Cl)(Cl)Cl (configuration not stated),2
CC1=C(C#N)CCC(=O)N1Cc1c(C)cc(C)cc1C,-3
COC(=O)C1=C(C(=O)c2ccc(C)cc2)C(c2ccc(OC)c(OC)c2)n2nnnc2N1 (configuration not stated),1
O=C(Cc1coc(-c2ccc(F)cc2)n1)NCc1ccccc1,-8
Cc1ccc(C(C(=O)NCc2ccco2)N(C(=O)CNC(=O)c2cccs2)c2ccc(C)cc2)cc1 (configuration not stated),4
COc1ccc(CSc2nnc(Cc3sc(-c4ccccc4)nc3-c3ccccc3)o2)cc1,-4
Cc1ccc2nc(Nc3nc(C)cc(C(F)(F)F)n3)nc(C)c2c1,-5
CC(C)[C@H](NC(=O)Nc1cccc(C(F)(F)F)c1)C(=O)O,-1

# More compounds
SMILES,RAD54 branch
COc1ccc(OC)c(N2C(=O)CC(Cc3cc(C)cc(C)c3)C2=O)c1 (configuration not stated),-4
Fc1ccc(-c2ccnc3nc(N4CCN(c5ccccc5)CC4)nn23)cc1,9
CCCNC(=O)NC(=O)CSc1ccc2c(c1)OCCO2,1
COc1cc(-c2noc(CCCC(=O)NCc3ccco3)n2)cc(OC)c1OC,-7
COC(=O)c1cn(NC(=O)c2cccc(OC)c2)c(=O)c2ccccc12,3
CCc1ccc(N2CC(C(=O)Nc3cc(C)ccc3F)CC2=O)cc1 (configuration not stated),-1
Cc1c(NC(=O)C(C)Sc2nc3ccccc3c(=O)n2CCO)c(=O)n(-c2ccccc2)n1C (configuration not stated),-4
C=CCN(C(=O)Nc1ccc(F)cc1)C1CC(=O)N(c2ccc(OC)cc2)C1=O (configuration not stated),10
COc1ccc(C(=O)OCCN2C(=O)c3ccccc3C2=O)cc1,-7
O=C(Nc1ccc(F)cc1)C1CCN(c2nnnn2-c2ccccc2)CC1,-9

# Next section:
SMILES,RAD54 branch
Cc1onc(C(=O)/C=C/N(C)C)c1C(=O)Nc1nccs1,13
COc1ccc(OC)c(/C=N/c2oc(-c3ccco3)c(-c3ccco3)c2C#N)c1,-11
CC/C(C)=C1\SC(N2CCN(c3cccc(C(F)(F)F)c3)CC2)=NC1=O,-12
CC(=O)c1ccc(N2C(=NC(=O)C(C)C)SC3CS(=O)(=O)CC32)cc1 (configuration not stated),5
Cc1cc(C)c(C)c(S(=O)(=O)Nc2ccccc2C(=O)NCCCn2ccnc2)c1C,2
CCC(=O)NC(=S)NNC(=O)c1ccc(OC)cc1,-4
COC(=O)c1ccc(NC(=O)c2sc3nc(-c4ccccc4)cn3c2C)cc1,-5
Cc1c([C@H]2[C@@H](CC#N)C2(C)C)c2ccccc2n1C,7
CC1CCCN(C(=O)Cn2c(-c3nonc3N)nc3ccccc32)C1 (configuration not stated),1
Cc1nc2ccccc2c(=O)n1NC(=O)c1ccc(F)cc1Cl,-2

# The results go on.
SMILES,RAD54 branch
CN(C)c1ccc(C(=O)c2ccccc2)cc1,0
COCCN1C(=O)C(=O)/C(=C(/O)c2ccc(S(=O)(=O)N3CCOCC3)cc2)C1c1ccc(O)c(OC)c1 (configuration not stated),-5
COC(=O)C1CCN(C(=O)CCCOc2ccccc2)CC1,-1
O=C(/C=C/c1ccc2c(c1)OCO2)NCCSCc1ccc(Cl)cc1,-13
CCOc1ccc2nc(NC(=S)N(C)C)sc2c1,-5
CCOC(=O)C(NCc1ccc2c(c1)OCO2)(NC(=O)CC)C(F)(F)F (configuration not stated),8
Cc1nnc(-c2cccc(Br)c2)c2cn(-c3ccccc3Cl)nc12,-3
O=C(CSc1nnc(CN2CCOCC2)n1-c1ccccc1)Nc1ccc(Cl)cc1,2
Cc1nnc(C)n1/N=C/c1cccnc1,4
O=c1ncn(-c2cccc(F)c2)c2ncccc12,-9

# (further entries)
SMILES,RAD54 branch
CCN(CC)S(=O)(=O)c1cccc(C(=O)N[C@H](C(=O)O)C(C)C)c1,-8
O=C(O)c1cc2c([nH]c1=O)CCCC2,-3
CCOC(=O)CSc1ncc(OC)c(Sc2ccc(Cl)cc2)n1,6
COC(=O)c1c(NC(=O)c2ccco2)sc(C)c1C,-11
Cc1ccccc1OCC(=O)N1N=C(C(F)(F)F)CC1(O)C(C)(C)C (configuration not stated),2
COc1cc(C2C3C(=O)N(Cc4ccccc4)C(=O)C3ON2c2ccccc2)cc(OC)c1OC (configuration not stated),5
Cc1cc(C)n(C2CCCCC2OC(=O)c2ccccc2F)n1 (configuration not stated),-1
COc1ccccc1N1CCN(C(c2ccc(Cl)cc2)c2nnnn2C(C)(C)C)CC1 (configuration not stated),4
O=C(CCCN1C(=O)c2ccccc2C1=O)NCc1cccnc1,-3
Fc1ccccc1OCCSc1nc2ccccc2o1,-12

# (next part)
SMILES,RAD54 branch
CCOC(=O)N1CCC(n2c(SCC(=O)Nc3ccccc3OC)nc3ccccc3c2=O)CC1,13
CCn1c(=O)c2sccc2n(Cc2ccccc2)c1=O,-1
FC(F)(F)c1cc(-c2ccco2)nc(NCc2ccccc2)n1,-10
C[N+](C)(CCCCCC[N+](C)(C)CCCN1C(=O)c2cccc3cccc(c23)C1=O)CCCN1C(=O)c2cccc3cccc(c23)C1=O,115*
COc1ccc(NC(=O)N(C2CCCCC2)C2CCN(C(C)C)CC2)c(OC)c1,2
COCCCN1C(=O)C(O)=C(C(C)=O)C1c1cccc(F)c1 (configuration not stated),3
CCOC(=O)c1cc2occc2n1CC(=O)Nc1ccc(OC)cc1OC,10
Cc1ccc2sc(NC(=O)CSc3nc(C)cc(C)c3C#N)nc2c1,-4
CCN(Cc1cc2cccc(C)c2[nH]c1=O)C(=O)c1ccccc1OC,-1
CCn1c(SCC(=O)Nc2ccc(NC(=O)c3ccco3)c(OC)c2)nc2ccccc2c1=O,-6
O=c1cc(N2CCN(Cc3ccccc3)CC2)[nH]c(=O)n1-c1cccc(C(F)(F)F)c1,-18
COc1cc(C2CC(=O)NC(SCC(=O)Nc3ccccc3C)=C2C#N)ccc1O (configuration not stated),1

# High-throughput results: PubChem BioAssay, Broad Institute
